Dicer processing: blocks human Dicer maturation of pre-miR-21; Q9UPY3; cat-ELCCA pre-miR-21 Dicer processing, chemiluminescence; active compounds read high; z-score at 25 µM; hit rate 6% among 47,000; AID 1347074; in the data active = z-score above about 3, passing the limit was not always enough;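 note: plate controls were vehicle for no effect and no enzyme for full effect; higher signal means more uncleaved substrate so more Dicer inhibition; strong numbers were not always called active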
Target sequence (Q9UPY3 whole entry, looked up): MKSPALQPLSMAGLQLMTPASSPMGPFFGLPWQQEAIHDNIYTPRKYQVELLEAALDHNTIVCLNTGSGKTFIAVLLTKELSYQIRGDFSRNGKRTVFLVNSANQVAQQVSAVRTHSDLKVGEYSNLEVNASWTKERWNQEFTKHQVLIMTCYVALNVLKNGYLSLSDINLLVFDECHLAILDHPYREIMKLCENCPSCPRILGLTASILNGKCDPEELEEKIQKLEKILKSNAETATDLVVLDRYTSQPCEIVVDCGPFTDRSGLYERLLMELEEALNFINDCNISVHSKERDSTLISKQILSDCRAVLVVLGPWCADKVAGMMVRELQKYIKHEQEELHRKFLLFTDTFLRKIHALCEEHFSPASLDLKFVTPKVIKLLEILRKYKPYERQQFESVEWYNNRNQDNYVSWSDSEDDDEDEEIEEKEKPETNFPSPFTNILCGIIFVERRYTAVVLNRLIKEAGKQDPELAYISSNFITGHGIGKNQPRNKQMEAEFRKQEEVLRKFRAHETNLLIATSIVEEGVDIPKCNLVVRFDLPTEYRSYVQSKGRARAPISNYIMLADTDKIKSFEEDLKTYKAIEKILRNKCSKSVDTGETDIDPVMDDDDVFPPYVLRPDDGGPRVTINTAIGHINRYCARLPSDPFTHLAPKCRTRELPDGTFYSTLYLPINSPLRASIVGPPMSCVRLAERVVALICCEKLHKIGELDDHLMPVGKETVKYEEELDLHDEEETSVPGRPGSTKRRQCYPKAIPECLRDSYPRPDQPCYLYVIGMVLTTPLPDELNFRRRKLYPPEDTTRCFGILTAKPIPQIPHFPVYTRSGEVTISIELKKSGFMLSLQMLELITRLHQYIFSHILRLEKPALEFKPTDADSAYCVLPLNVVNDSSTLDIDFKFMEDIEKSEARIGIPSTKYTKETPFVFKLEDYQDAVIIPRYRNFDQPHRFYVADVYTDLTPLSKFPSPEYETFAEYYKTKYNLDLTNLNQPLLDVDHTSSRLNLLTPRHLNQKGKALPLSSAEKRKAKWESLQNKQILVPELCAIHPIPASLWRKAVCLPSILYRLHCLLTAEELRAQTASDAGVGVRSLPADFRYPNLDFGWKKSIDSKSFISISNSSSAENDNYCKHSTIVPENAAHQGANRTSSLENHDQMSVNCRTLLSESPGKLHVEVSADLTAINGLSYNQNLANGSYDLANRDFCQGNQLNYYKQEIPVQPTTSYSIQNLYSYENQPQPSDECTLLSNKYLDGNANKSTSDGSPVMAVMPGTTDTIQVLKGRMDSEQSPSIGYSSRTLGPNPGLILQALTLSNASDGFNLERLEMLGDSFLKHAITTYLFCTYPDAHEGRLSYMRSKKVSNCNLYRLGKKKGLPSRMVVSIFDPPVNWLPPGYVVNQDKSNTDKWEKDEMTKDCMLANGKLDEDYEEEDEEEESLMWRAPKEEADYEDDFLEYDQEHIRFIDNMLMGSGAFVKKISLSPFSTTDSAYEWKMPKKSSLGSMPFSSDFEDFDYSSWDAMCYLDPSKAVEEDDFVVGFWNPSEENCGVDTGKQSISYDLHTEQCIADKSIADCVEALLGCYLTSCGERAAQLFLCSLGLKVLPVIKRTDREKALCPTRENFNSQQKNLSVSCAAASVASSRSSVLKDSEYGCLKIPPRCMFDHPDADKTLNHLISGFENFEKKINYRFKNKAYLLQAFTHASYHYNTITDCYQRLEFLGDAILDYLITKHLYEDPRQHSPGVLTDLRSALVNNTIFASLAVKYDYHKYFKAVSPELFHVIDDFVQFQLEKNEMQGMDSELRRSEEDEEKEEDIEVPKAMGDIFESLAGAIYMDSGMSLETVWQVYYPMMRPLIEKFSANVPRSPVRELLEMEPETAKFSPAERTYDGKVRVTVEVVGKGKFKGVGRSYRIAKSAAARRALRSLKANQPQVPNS
* hit, by the source's call. These rows are one share of the data; rates above refer to the full screens.

What do the screens show for `Cc1onc(-c2c(Cl)cccc2Cl)c1NC(=O)N1CCCN2C(=O)c3ccccc3C12` (stereo not given)?
Dicer processing: 0.24

Results for CCOCCOC(=O)C1=C(C)NC2=C(C(=O)CCC2)C1c1ccc(O)c(OCC)c1 (stereo not given) ?
Dicer processing: -0.34

What do the screens show for `O=C1CCCC2=C1C(c1ccccc1OCc1ccccc1F)C1=C(CCCC1=O)N2`?
Dicer processing: 0.2

What do the screens show for `O=C1CC(c2nc3ccccc3n2Cc2ccccc2Cl)CN1c1ccccc1` (stereo not given)?
Dicer processing: 4*

What do the screens show for `O=c1c2[nH]cnc2n(-c2ccc(F)cc2)c(=O)n1Cc1ccccc1`?
Dicer processing: 0.02

How did COC(=O)C1=C(C)NC2=C(C(=O)CCC2)C1c1ccc(C)cc1 (stereo not given) do in these assays?
Dicer processing: -0.25

What do the screens show for `O=C1c2cc3ccccc3nc2-c2cccc3cccc1c23`?
Dicer processing: 0.53

How did CC(C)(C)c1ccc(-c2n[nH]c(S(C)(=O)=O)c2C#N)cc1 do in these assays?
Dicer processing: -1

What do the screens show for `CCN1CCN(C2=NC3(CCCCC3)C(C#N)C(=O)N2)CC1` (stereo not given)?
Dicer processing: -0.51

How did COC(=O)C1=C(C)Nc2ncnn2C1c1ccccn1 (stereo not given) do in these assays?
Dicer processing: -0.53

Quoted at random: three entries already listed, in no set order.
Results for CCOCCOC(=O)C1=C(C)NC2=C(C(=O)CCC2)C1c1ccc(O)c(OCC)c1 (stereo not given) ?
Dicer processing: -0.34

What do the screens show for `O=C1CCCC2=C1C(c1ccccc1OCc1ccccc1F)C1=C(CCCC1=O)N2`?
Dicer processing: 0.2

What do the screens show for `O=c1c2[nH]cnc2n(-c2ccc(F)cc2)c(=O)n1Cc1ccccc1`?
Dicer processing: 0.02

Next section:
What do the screens show for `COc1ccc(C=C2CCC(=O)CC2)cc1`?
Dicer processing: -1.6

Results for CCCCOC(=O)CNc1n[nH]c(=O)[nH]c1=O ?
Dicer processing: 0.68

Results for Cc1cc(=O)[nH]c(SCc2cn3cccnc3n2)n1 ?
Dicer processing: 3.7*

How did O=C(Nc1ncccn1)c1ccc(Cl)cc1 do in these assays?
Dicer processing: -0.85

How did COc1ccc2c(c1)c(=O)oc1cc3oc(C)c(-c4ccccc4)c3cc12 do in these assays?
Dicer processing: -0.71

Results for O=c1[nH]cnc2c(Br)cc(Br)cc12 ?
Dicer processing: 0.87

How did CCOC(=O)/C(=N\Nc1ccc(C(C)=O)cc1)c1csc(N)n1 do in these assays?
Dicer processing: -0.33

What do the screens show for `CCCCCCNc1nc(CC)c2c(c1C#N)CC(C)(C)OC2`?
Dicer processing: -0.21

Results for COc1cccc(C2(O)CCSc3ccccc32)c1 (stereo not given) ?
Dicer processing: -2.7

What do the screens show for `CCOC(=O)c1cn(C(=O)CCSc2ccc(OC)cc2)nc1N`?
Dicer processing: 3

How did Cc1c(S(=O)(=O)c2ccc(Cl)cc2)csc1C(=O)Nc1ccc(N2CCOCC2)c(Cl)c1 do in these assays?
Dicer processing: -1.9

What do the screens show for `NC(=O)C1(N2CCCCC2)CCN(S(=O)(=O)c2ccc3c(c2)OCCCO3)CC1`?
Dicer processing: -3.8

How did Cc1nc(-c2ccccc2)nc2sc(C(=O)c3ccc(Cl)cc3)c(C)c12 do in these assays?
Dicer processing: -1

What do the screens show for `Cc1nn(-c2ccccc2)c(C)c1C=NN1CCN(Cc2ccccc2)CC1`?
Dicer processing: -0.75

What do the screens show for `O=S(=O)(Nc1ncccc1OCc1ccc(Cl)c(Cl)c1)c1ccc(Cl)cc1`?
Dicer processing: 0.8

How did O=c1[nH]c2cc(C(F)(F)F)cc(Br)c2[nH]c1=O do in these assays?
Dicer processing: -0.88

How did CN(C1=NS(=O)(=O)c2ccccc21)c1ccc(O)cc1 do in these assays?
Dicer processing: 0.09

Results for CCNc1nc(NC(C)C)nc(OCCNS(=O)(=O)c2cc(C)ccc2C)n1 ?
Dicer processing: 0.67

What do the screens show for `COc1ccc(OCCC(=O)NN)cc1`?
Dicer processing: 3.3*

What do the screens show for `CCOC(=O)NC1(NCC(C)C)Oc2ccccc2O1`?
Dicer processing: 6*

The last six records of the part before come first, to join the parts.
What do the screens show for `O=S(=O)(Nc1ncccc1OCc1ccc(Cl)c(Cl)c1)c1ccc(Cl)cc1`?
Dicer processing: 0.8

How did O=c1[nH]c2cc(C(F)(F)F)cc(Br)c2[nH]c1=O do in these assays?
Dicer processing: -0.88

How did CN(C1=NS(=O)(=O)c2ccccc21)c1ccc(O)cc1 do in these assays?
Dicer processing: 0.09

Results for CCNc1nc(NC(C)C)nc(OCCNS(=O)(=O)c2cc(C)ccc2C)n1 ?
Dicer processing: 0.67

What do the screens show for `COc1ccc(OCCC(=O)NN)cc1`?
Dicer processing: 3.3*

What do the screens show for `CCOC(=O)NC1(NCC(C)C)Oc2ccccc2O1`?
Dicer processing: 6*

How did CCCCN(CC)c1ncnc2ccc(C)cc12 do in these assays?
Dicer processing: 3.5*

Results for O=C(O)C1CCCCC1C(=O)N1CCN(c2ccc(F)cc2)CC1 (stereo not given) ?
Dicer processing: -0.82

Results for O=C(N/N=C/c1ccc(F)cc1)N/N=C/c1ccc(F)cc1 ?
Dicer processing: 0.38

What do the screens show for `N#Cc1nc(-c2ccc(C(F)(F)F)cc2)oc1N`?
Dicer processing: 0.77

Results for COc1ccc2c(c1)nc1n2CN(CC2CCCO2)CN1Cc1ccccc1 (stereo not given) ?
Dicer processing: -1.8

What do the screens show for `COc1ccc(SCc2cc3c(F)c(F)c(F)c(F)c3o2)cc1`?
Dicer processing: 0.64

How did N/C(=N\O)c1ccc(C(F)(F)F)cc1 do in these assays?
Dicer processing: 0.62

How did Cc1ccc(N=C2SC3(CC3)C(=O)N2c2ccc(C)cc2)cc1 do in these assays?
Dicer processing: 0.49

Results for O=C(O)C1CCC1C(=O)Nc1nc(-c2ccc(Cl)s2)cs1 (stereo not given) ?
Dicer processing: -0.15

How did c1ccc(-c2ccc(C3=Nn4c(nnc4-c4ccncc4)SC3)cc2)cc1 do in these assays?
Dicer processing: 2.5

How did Nc1c(-c2nnnn2-c2ccc(F)cc2)cnc2ccccc12 do in these assays?
Dicer processing: 2.1

How did Cc1ccnc(NCc2ccc(N(C)C)cc2)c1 do in these assays?
Dicer processing: 0.22

Results for Cc1ccc(S(=O)(=O)N(Cc2ccccc2)C(C#N)c2ccc3c(c2)OCO3)cc1 (stereo not given) ?
Dicer processing: -0.46

How did O=C(Oc1nsnc1N1CCOCC1)N1CCCCC1 do in these assays?
Dicer processing: 1.5

What do the screens show for `COCc1nnc(NC(=O)CCC2CCCCC2)s1`?
Dicer processing: -2.4

What do the screens show for `CCc1nnc(NS(=O)(=O)c2ccc(N)cc2)s1`?
Dicer processing: -0.63

What do the screens show for `c1csc(C2=Nn3c(Cn4nnc5ccccc54)nnc3SC2)c1`?
Dicer processing: -1.5

How did Cc1ccc(OCc2nc(-c3cccnc3)no2)c(Br)c1 do in these assays?
Dicer processing: 0.49

Results for COc1ccc(C2C(C(=O)OC3CCCCC3)=C(C)NC3=C2C(=O)CC(C)(C)C3)cc1 (stereo not given) ?
Dicer processing: -0.3

Results for Cc1ccc(S(=O)(=O)N2CCCC2=O)cc1 ?
Dicer processing: -1.3

An excerpt from above in order of SMILES length, low to high.
Results for Cc1ccc(S(=O)(=O)N2CCCC2=O)cc1 ?
Dicer processing: -1.3

How did Cc1ccc(OCc2nc(-c3cccnc3)no2)c(Br)c1 do in these assays?
Dicer processing: 0.49

What do the screens show for `c1csc(C2=Nn3c(Cn4nnc5ccccc54)nnc3SC2)c1`?
Dicer processing: -1.5

Additional results follow:
Results for Cc1oc(-c2ccc(Cl)cc2)cc1COC(=O)Nc1ccc(Cl)cc1 ?
Dicer processing: -0.91

Results for CCOC(=O)c1c(C)nn(-c2ccc(N)cc2)c1C ?
Dicer processing: 0.86

Results for COc1ccccc1-c1nnc(N)s1 ?
Dicer processing: 1.3

What do the screens show for `Cn1c(=O)[nH]c(=O)c2c1nc(NCCCO)n2CCOc1ccccc1`?
Dicer processing: 0.85

How did Oc1ccccc1C1=NCCNC(C(F)(F)F)=C1 do in these assays?
Dicer processing: 0.02

Results for C#CCOC(=O)Nc1ccc(OC(C)C)nc1 ?
Dicer processing: 0.21

Results for CCOC(=O)c1cn2nc(Oc3ccc(OC)cc3)ccc2n1 ?
Dicer processing: -1.1

Results for CC1(C)CC(=O)C=C(Sc2nc3cc(Cl)ccc3s2)C1 ?
Dicer processing: 2.7

What do the screens show for `Cn1cc(C(F)(F)F)nc1-c1ccc(OCC(O)CNCCOc2ccc(O)c(C(N)=O)c2)cc1` (stereo not given)?
Dicer processing: -1.5

Results for CCOC(=O)CSc1nnc(-c2ccccc2)c(-c2ccccc2)n1 ?
Dicer processing: -1.8

How did Cc1ccc2nc(Cc3ccc(N)cc3)[nH]c2c1 do in these assays?
Dicer processing: 2.7

How did Cc1cccc2nc(CSc3nnnn3-c3ccccc3)c(Br)n12 do in these assays?
Dicer processing: -0.68

What do the screens show for `CCCOC(=O)CSC1=C(C#N)C(c2ccc(O)cc2)CC(=O)N1` (stereo not given)?
Dicer processing: 2.3

Results for CCOC(=O)c1cc(OC(C)=O)c2ccc(OC)c(OC)c2c1 ?
Dicer processing: 0.44

How did CC(=O)/C(C=NC1CCCCNC1=O)=C(\C)O (stereo not given) do in these assays?
Dicer processing: -0.52

How did Cc1cc(-c2c(C(=O)N3CCOCC3)c(C)nn2-c2cccc(C(F)(F)F)c2)no1 do in these assays?
Dicer processing: -0.02

How did N#Cc1c(Oc2ccc(Cl)cc2)ccc([N+](=O)[O-])c1Oc1ccc(Cl)cc1 do in these assays?
Dicer processing: -2.4

How did O=C(Nc1ccc(S(=O)(=O)Nc2ccccc2Oc2ccc(Cl)cc2Cl)cc1)C1CC1 do in these assays?
Dicer processing: 2.6

How did C[C@@H]1C[C@H]2[C@@H]3C[C@H](F)C4=CC(=O)C=C[C@]4(C)[C@@]3(F)[C@@H](O)C[C@]2(C)[C@@]1(O)C(=O)CO do in these assays?
Dicer processing: 0.09

What do the screens show for `COc1ccccc1N1CC(C)(C)C(=O)NC1=S`?
Dicer processing: 6.2*

Results for CS(=O)(=O)N1CCN(C2c3ccccc3-c3ccccc32)CC1 ?
Dicer processing: 2.5

Results for Oc1ccccc1C/C=C/c1ccccc1 ?
Dicer processing: 0.35

Results for CCOC(=O)CCc1c(C)nc2c(-c3ccc(F)cc3)c(C)[nH]n2c1=O ?
Dicer processing: 0.13

How did Cc1sc(N2CCOCC2)nc1-c1ccc(-c2ccccc2F)cc1 do in these assays?
Dicer processing: -1.1

Results for Cc1cccc(C(=O)C2=NNCC2c2ccc(Cl)cc2)c1 (stereo not given) ?
Dicer processing: -0.91

Results for Oc1[nH]c2ccc(F)cc2c1N=NC(=S)NC1CC2C=CC1C2 (stereo not given) ?
Dicer processing: 0.17

How did C(=C\c1nn2c(-c3ccco3)nnc2s1)/c1cccs1 do in these assays?
Dicer processing: 2.7

Results for COc1c(CO)cc(CO)cc(CO)c1=O ?
Dicer processing: 1.6

Results for CC1=CC(C)(C)N(Cc2ccccc2)c2ccccc21 ?
Dicer processing: 1.7

How did CCNC(=O)c1cc([N+](=O)[O-])cc2c1-c1ccc([N+](=O)[O-])cc1C2=O do in these assays?
Dicer processing: -1.1

What do the screens show for `O=C(O)c1cc2ccccc2c(-c2c(O)c(C(=O)O)cc3ccccc23)c1O`?
Dicer processing: 4.1*

Results for CN(/N=C/c1ncc(C(F)(F)F)cc1Cl)C(=O)c1ccc(F)cc1Cl ?
Dicer processing: -1

How did Nc1c(C(=O)Nc2ccc(F)cc2)sc2nc3c(cc12)CCCC3 do in these assays?
Dicer processing: 0.23

How did CCOCCOC(=O)C1=C(C)NC2=C(C(=O)CCC2)C1c1cccs1 (stereo not given) do in these assays?
Dicer processing: 0.93

Results for COc1ccc(OC)c(CN2CCN(Cc3ccc(SC)cc3)CC2)c1 ?
Dicer processing: 2.2

What do the screens show for `Cc1ccc2nc(-c3ccc(N)cc3)[nH]c2c1`?
Dicer processing: 4*

How did O=C(N=S1CCN(C(=O)c2ccc(Cl)cc2)CC1)c1ccc(Cl)cc1 do in these assays?
Dicer processing: -0.14

How did COc1ccc(S(=O)(=O)Nc2ccc3oc(C)c(C(=O)O)c3c2)cc1 do in these assays?
Dicer processing: 0.14

What do the screens show for `CC(C)c1ccc(NC(=O)NC(=O)c2ncon2)cc1`?
Dicer processing: -0.87

Results for CCCCn1nnc2sc3c(c2c1=O)CCCC3 ?
Dicer processing: -0.96

Results for C=CCNC(=O)c1c(NC(=O)c2ccco2)sc2c1CCC(C(C)(C)C)C2 (stereo not given) ?
Dicer processing: -1.4

What do the screens show for `O=C(CN1C2=NCCN2c2ccccc21)c1ccc(F)cc1`?
Dicer processing: -0.27

Results for Cc1nnsc1C(=O)Nc1cccc(N)c1 ?
Dicer processing: -3.1

How did Cc1nnc(-c2cccc([N+](=O)[O-])c2)o1 do in these assays?
Dicer processing: -0.8

Results for Cc1nnsc1C(=O)Nc1ccc2c(c1)OCCO2 ?
Dicer processing: -1.6

How did COC(=O)C1=NN(c2ccc(OC)cc2)C2C(=O)N(c3ccc(Br)cc3)C(=O)C12 (stereo not given) do in these assays?
Dicer processing: 0.67

What do the screens show for `CCn1c(SCC(=O)NC(C)(C)C)nc2c1c(=O)n(C)c(=O)n2C`?
Dicer processing: -0.1

What do the screens show for `Cc1ccc(C(C[N+](=O)[O-])Sc2ccc(N)cc2)cc1` (stereo not given)?
Dicer processing: -5

Results for O=C(O)c1cccnc1Sc1ccccc1 ?
Dicer processing: -0.42

Results for CC(C)=NNc1nc2c(c(=O)n(C)c(=O)n2C)n1C ?
Dicer processing: -3.3

What do the screens show for `Cc1cnc(N(C(=O)c2c(-c3ccccc3)noc2C)C(=O)c2c(-c3ccccc3)noc2C)c(C)n1`?
Dicer processing: -9.2

How did COc1nc(-c2ccccc2)cc(-c2ccc3c(c2)OCO3)c1C#N do in these assays?
Dicer processing: 0.12

What do the screens show for `O=C1CC(Sc2nc3ccccc3s2)C(=O)N1c1ccc(F)cc1` (stereo not given)?
Dicer processing: 0.89

What do the screens show for `O=C(c1ccco1)N1CCN(Cc2c[nH]c3ccccc23)CC1`?
Dicer processing: 2.2

Results for Cc1cc2c(cc1C)[n+](C)cn2CC(O)COc1ccccc1C (stereo not given) ?
Dicer processing: 0.08

High-throughput results (PubChem)
